High-throughput results deposited in PubChem BioAssay by several laboratories.
LYP inhibition: inhibitors of LYP phosphatase, biochemical, fluorescence intensity, uHTS (AID 1779). recombinant LYP phosphatase, fluorescence intensity; higher % means a stronger effect. one-dose inhibition, % at 11.5 µM; IC50 in µM for titrated hits. actives 0.054% (n = 290,000); in the data active means inhibition above about 50%;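 further: plate controls were vehicle with enzyme for no effect and no enzyme for full effect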
Myeloid diff MLP: promotes myeloid progenitor differentiation. actives 1% (n = 360,000). AID 624256. ER-HoxA9 myeloid progenitors, lysozyme-GFP differentiation, flow cytometry. calls only at 10 µM;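 active means normalized GFP-positive differentiation at or above the plate's own cutoff, the solvent-only control mean plus 3 SD; inconclusive means no clear call, values can overlap the other calls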;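 further: cells exposed to compound for four days before flow analysis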
Myeloid diff MLP GFP+ MAC1+ %: also measured in Myeloid diff MLP; calls as there; GFP+ MAC1+ double positive, %; measured here: differentiation confirmed by MAC1 staining
* marks the source's active call; other numbers are inactive results. These rows are one share of the data; count on the stated rates, not on these rows.

CC(C)(C)C(=O)NC(c1ccccc1)c1c(O)ccc2ccccc12 (configuration not stated) was read as LYP inhibition 3%, Myeloid diff MLP inactive and Myeloid diff MLP GFP+ MAC1+ % 0.4.
`CCOC(=O)C1CCCN(C(=O)c2cc3ccc(OC)cc3[nH]2)C1` (configuration not stated) gave LYP inhibition -2%, Myeloid diff MLP inactive and Myeloid diff MLP GFP+ MAC1+ % 0.2.
For COc1ccc(CN2CCC(n3nccc3NC(=O)c3ccc4c(c3)OCO4)CC2)cc1C the results were LYP inhibition -4% and Myeloid diff MLP inconclusive.
For COc1ccc(/C=C(\NC(=O)c2ccco2)C(=O)N2CCCCC2)cc1 the results were LYP inhibition -6%, Myeloid diff MLP inactive and Myeloid diff MLP GFP+ MAC1+ % 2.2.
Screening Cc1ccc(N2CCN(CC(O)COc3ccccc3)CC2)cc1 (configuration not stated) returned LYP inhibition -3%, Myeloid diff MLP inactive and Myeloid diff MLP GFP+ MAC1+ % 0.8.
`CC(CCc1ccccc1)NS(=O)(=O)c1ccccc1F` (configuration not stated) gave LYP inhibition -11%, Myeloid diff MLP inactive and Myeloid diff MLP GFP+ MAC1+ % 1.9.
Cc1nc2ccccc2c(=O)n1CCc1ccccc1 was read as LYP inhibition -7%, Myeloid diff MLP inactive and Myeloid diff MLP GFP+ MAC1+ % 0.4.
Cc1ccc2nc(N3C(=O)C(O)=C(C(=O)c4ccco4)C3c3ccc(O)cc3)sc2c1 (configuration not stated) was read as LYP inhibition 0% and Myeloid diff MLP inconclusive.
For O=C(Cn1cnnn1)NCCc1ccc(Cl)cc1Cl the results were LYP inhibition -10%, Myeloid diff MLP inactive and Myeloid diff MLP GFP+ MAC1+ % 1.6.
For Cn1c(SCC(=O)NC2(C#N)CCCCC2)nnc1-c1cccnc1 the results were LYP inhibition -9%, Myeloid diff MLP inactive and Myeloid diff MLP GFP+ MAC1+ % 0.7.
NS(=O)(=O)c1ccc(CCNC/C=C/c2ccccc2)cc1 was read as LYP inhibition -7%, Myeloid diff MLP inactive and Myeloid diff MLP GFP+ MAC1+ % 0.7.
`COc1ccccc1N1CCN(S(=O)(=O)c2ccc(NC(C)=O)cc2)CC1` gave LYP inhibition -7%, Myeloid diff MLP inactive and Myeloid diff MLP GFP+ MAC1+ % 1.3.

A section taken from the entries so far:
CC(C)(C)C(=O)NC(c1ccccc1)c1c(O)ccc2ccccc12 (configuration not stated) was read as LYP inhibition 3%, Myeloid diff MLP inactive and Myeloid diff MLP GFP+ MAC1+ % 0.4.
`CCOC(=O)C1CCCN(C(=O)c2cc3ccc(OC)cc3[nH]2)C1` (configuration not stated) gave LYP inhibition -2%, Myeloid diff MLP inactive and Myeloid diff MLP GFP+ MAC1+ % 0.2.

Other structures follow:
CCOC(=O)c1c(C)nsc1NC(=O)C1CCCCC1 was read as LYP inhibition -6%, Myeloid diff MLP inactive and Myeloid diff MLP GFP+ MAC1+ % 0.6.
COc1ccc(S(=O)(=O)N2CCC(NC(=O)c3ccccc3)CC2)cc1 was read as LYP inhibition -7%, Myeloid diff MLP inactive and Myeloid diff MLP GFP+ MAC1+ % 0.2.
Screening COC(=O)Cc1cnc(NC(=O)CSc2nc(C(C)C)cc(=O)[nH]2)s1 returned LYP inhibition -9%, Myeloid diff MLP inactive and Myeloid diff MLP GFP+ MAC1+ % 0.4.
For Cc1c(CCC(=O)O)c(=O)oc2cc(OCc3ccc(Br)cc3)ccc12 the results were LYP inhibition -2%, Myeloid diff MLP inactive and Myeloid diff MLP GFP+ MAC1+ % 0.1.
`COc1cc(C(C(=O)NCc2ccccc2)N(C(=O)c2snc(C(N)=O)c2N)C2CCCC2)cc(OC)c1OC` (configuration not stated) gave LYP inhibition -6%, Myeloid diff MLP inactive and Myeloid diff MLP GFP+ MAC1+ % 2.2.
`COc1ccc(C(=O)Nc2ccc(Cn3ccnc3)cc2)cc1OC` gave LYP inhibition -5%, Myeloid diff MLP inactive and Myeloid diff MLP GFP+ MAC1+ % 0.3.
`COc1ccc(NC(=O)O/N=C/c2ccccc2)cc1` gave LYP inhibition -3%, Myeloid diff MLP inactive and Myeloid diff MLP GFP+ MAC1+ % 0.4.
`COc1ccc(CN(CC(O)COc2cccc3[nH]cc(C)c23)C(C)(C)C)cc1` (configuration not stated) gave LYP inhibition -4%, Myeloid diff MLP inactive and Myeloid diff MLP GFP+ MAC1+ % 0.1.
For C/C(CC(=O)Nc1ccc2c(c1)OCCO2)=N\NC(=O)COc1cccc(C)c1 the results were LYP inhibition -7%, Myeloid diff MLP active and Myeloid diff MLP GFP+ MAC1+ % 2.5*.
For COc1cccc(CN2CCN(Cc3cc(OC)c(OC)c(OC)c3)CC2)c1OC the results were LYP inhibition -6%, Myeloid diff MLP inactive and Myeloid diff MLP GFP+ MAC1+ % 0.6.
For Cc1ccc(C)n1-c1nnc(N2CCC(C(=O)NCCCN3CC(C)CC(C)C3)CC2)s1 (configuration not stated) the results were LYP inhibition -10%, Myeloid diff MLP inactive and Myeloid diff MLP GFP+ MAC1+ % 1.1.
`COc1ccc(CC(=O)Nc2ccc(/C(C)=N\NC(=O)c3ccc(Br)o3)cc2)cc1` gave LYP inhibition -8%, Myeloid diff MLP inactive and Myeloid diff MLP GFP+ MAC1+ % 1.0.
Cc1ccc(-c2cc(C(=O)NCCN3CCOCC3)c3ccccc3n2)o1 was read as LYP inhibition -11%, Myeloid diff MLP inactive and Myeloid diff MLP GFP+ MAC1+ % 0.6.
O=C(c1cc(=O)c2cc(Cl)ccc2o1)N1CCN(Cc2ccccc2)CC1 was read as LYP inhibition -8%, Myeloid diff MLP inactive and Myeloid diff MLP GFP+ MAC1+ % 0.6.
`COc1ccc(C2C(C#N)=C(N)Oc3cccc(O)c32)cc1` (configuration not stated) gave LYP inhibition -8%, Myeloid diff MLP inactive and Myeloid diff MLP GFP+ MAC1+ % 0.9.
Screening CC(C)CCNc1ncnc2c1cnn2Cc1ccccc1Cl returned LYP inhibition -1%, Myeloid diff MLP inactive and Myeloid diff MLP GFP+ MAC1+ % 0.6.
`COc1ccc(N2CCN(S(=O)(=O)c3ccc(OC)c(C(=O)N4CCCC4)c3)CC2)cc1` gave LYP inhibition -2%, Myeloid diff MLP inactive and Myeloid diff MLP GFP+ MAC1+ % 1.0.
For Cc1ccc(N2CC(C(=O)Nc3nnc(SCCC4OCCO4)s3)CC2=O)cc1 (configuration not stated) the results were LYP inhibition -5%, Myeloid diff MLP inactive and Myeloid diff MLP GFP+ MAC1+ % 1.1.
Cc1ccc(C)c(C(=O)COC(=O)CCN2C(=O)C3C4CCC(C4)C3C2=O)c1 (configuration not stated) was read as LYP inhibition -7%, Myeloid diff MLP inactive and Myeloid diff MLP GFP+ MAC1+ % 1.6.
Cc1ccc2nc(N(CCCN(C)C)C(=O)c3ccc(S(=O)(=O)N4CCc5ccccc5C4)cc3)sc2c1 was read as LYP inhibition -6%, Myeloid diff MLP inactive and Myeloid diff MLP GFP+ MAC1+ % 0.3.
COc1ccc(CN(C)S(=O)(=O)c2nnc(NC(=O)c3ccccc3Br)s2)cc1 was read as LYP inhibition -6%, Myeloid diff MLP inactive and Myeloid diff MLP GFP+ MAC1+ % 0.3.
Screening CC1CCN(C(=O)C2CCN(S(=O)(=O)c3cccs3)CC2)CC1 returned LYP inhibition -8%, Myeloid diff MLP inactive and Myeloid diff MLP GFP+ MAC1+ % 0.9.
For COc1ccccc1NC(=S)N1CC(C)(C)C1=O the results were LYP inhibition -11%, Myeloid diff MLP inactive and Myeloid diff MLP GFP+ MAC1+ % 0.8.
Screening CCOCCCNC(=O)C1CCN(Cc2cccc(OCc3ccccc3)c2)CC1 returned LYP inhibition -11%, Myeloid diff MLP inactive and Myeloid diff MLP GFP+ MAC1+ % 0.3.
For COc1ccc(CNC(=O)C(=O)NCC2OCCN2S(=O)(=O)c2ccccc2)cc1 (configuration not stated) the results were LYP inhibition -5%, Myeloid diff MLP inactive and Myeloid diff MLP GFP+ MAC1+ % 1.1.
Screening CC(=O)N1c2ccccc2Sc2ccccc21 returned LYP inhibition -5%, Myeloid diff MLP inactive and Myeloid diff MLP GFP+ MAC1+ % 0.8.
Cc1ccccc1NC(=O)Cc1c[nH]c2ccccc12 was read as LYP inhibition -7%, Myeloid diff MLP inactive and Myeloid diff MLP GFP+ MAC1+ % 0.7.
Screening Cc1cc(C)nc(NS(=O)(=O)c2ccc(NC(=O)c3ccc(S(=O)(=O)N(C)C)cc3)cc2)n1 returned LYP inhibition -14%, Myeloid diff MLP inactive and Myeloid diff MLP GFP+ MAC1+ % 0.8.
Screening COc1ccc(C(=O)Nc2ccnn2C2CCN(C(=O)CCC(F)(F)F)CC2)cc1 returned LYP inhibition -1%, Myeloid diff MLP inactive and Myeloid diff MLP GFP+ MAC1+ % 0.4.
`Cc1ccc(C)c(N2CCN(C(=O)C3CCC3)CC2)c1` gave LYP inhibition -10%, Myeloid diff MLP inactive and Myeloid diff MLP GFP+ MAC1+ % 0.6.
COc1ccc(NC(=O)CSc2ccc(-c3ccco3)nn2)cc1 was read as LYP inhibition -5%, Myeloid diff MLP inactive and Myeloid diff MLP GFP+ MAC1+ % 1.5.
Screening Cc1cc(C)cc(N2C(N)=NC(N)=NC2c2cccc(Cl)c2)c1 (configuration not stated) returned LYP inhibition -6%, Myeloid diff MLP inactive and Myeloid diff MLP GFP+ MAC1+ % 1.7.
`COc1ccc(CNC(=O)CSc2nnc3c(n2)[nH]c2ccc(F)cc23)cc1` gave LYP inhibition -6%, Myeloid diff MLP inactive and Myeloid diff MLP GFP+ MAC1+ % 0.7.
COc1cc(C(=O)Nc2cccc3c2CCCC3)cc(OC)c1OC was read as LYP inhibition -10%, Myeloid diff MLP inactive and Myeloid diff MLP GFP+ MAC1+ % 0.5.
For COc1ccc2nc(N(CCN(C)C)C(=O)c3ccc(C(=O)c4ccccc4)cc3)sc2c1 the results were LYP inhibition -9%, Myeloid diff MLP inactive and Myeloid diff MLP GFP+ MAC1+ % 0.7.
`COc1ccc(C(C(=O)NC(C)(C)C)N(C(=O)CCC(=O)Nc2cc(C)on2)c2cccc(C)c2C)cc1` (configuration not stated) gave LYP inhibition -5%, Myeloid diff MLP inactive and Myeloid diff MLP GFP+ MAC1+ % 0.1.
Screening CSc1ccc(S(=O)(=O)N2c3ccccc3CC2C)cc1 (configuration not stated) returned LYP inhibition -7%, Myeloid diff MLP inactive and Myeloid diff MLP GFP+ MAC1+ % 1.0.
`CC(C)CCOP(=O)(c1ccc(N(C)C)cc1)C(O)c1ccc(N(C)C)cc1` (configuration not stated) gave LYP inhibition -5%, Myeloid diff MLP inactive and Myeloid diff MLP GFP+ MAC1+ % 0.4.
For COc1cccc(CNS(=O)(=O)c2cc3c(cc2Cl)NC(=O)CO3)c1 the results were LYP inhibition -6%, Myeloid diff MLP inactive and Myeloid diff MLP GFP+ MAC1+ % 0.4.
Screening COc1ccc(OCC(=O)NCCNC(=O)c2ccccn2)cc1 returned LYP inhibition -7%, Myeloid diff MLP inactive and Myeloid diff MLP GFP+ MAC1+ % 5.4.
O=C(O)c1cc(-c2ccc(Cl)c(Cl)c2)n(-c2ccccc2)n1 was read as LYP inhibition 2%, Myeloid diff MLP inactive and Myeloid diff MLP GFP+ MAC1+ % 0.3.
Screening Cc1ccccc1Nc1nnc(SCC(=O)c2ccc(O)cc2O)s1 returned LYP inhibition -4%, Myeloid diff MLP inactive and Myeloid diff MLP GFP+ MAC1+ % 1.5.
For COc1ccc(N2CCN(C(=S)Nc3ccc(F)cc3)CC2)cc1 the results were LYP inhibition -14%, Myeloid diff MLP inactive and Myeloid diff MLP GFP+ MAC1+ % 0.4.
`S=c1nc(-c2ccccc2)n(-c2ccccc2)[nH]1` gave LYP inhibition -4%, Myeloid diff MLP inactive and Myeloid diff MLP GFP+ MAC1+ % 0.4.
For Oc1ccccc1C(=S)N1CCCC1 the results were LYP inhibition -9%, Myeloid diff MLP inactive and Myeloid diff MLP GFP+ MAC1+ % 0.6.
Screening O=C(NCCCn1ccnc1)c1ccc(Cl)s1 returned LYP inhibition -8%, Myeloid diff MLP inactive and Myeloid diff MLP GFP+ MAC1+ % 0.7.
For Cn1cc(CCNC(=O)c2ccc3nc(Cc4ccccc4F)oc3c2)cn1 the results were LYP inhibition -11%, Myeloid diff MLP inactive and Myeloid diff MLP GFP+ MAC1+ % 0.0.
For CC1=NN(Cc2cc(C(C)(C)C)c(O)c(C(C)(C)C)c2)C(=O)C1 the results were LYP inhibition -4%, Myeloid diff MLP inactive and Myeloid diff MLP GFP+ MAC1+ % 0.3.
For O=C(/C=C/c1ccc(Cl)cc1)N1CCN(Cc2ccccc2)CC1 the results were LYP inhibition -1%, Myeloid diff MLP inactive and Myeloid diff MLP GFP+ MAC1+ % 0.8.
O=[N+]([O-])c1cccc(CN2CCN(c3ncccn3)CC2)c1 was read as LYP inhibition -7%, Myeloid diff MLP inactive and Myeloid diff MLP GFP+ MAC1+ % 0.5.
For COc1ccc(CCNC(=O)CCCc2ccccc2)cc1OC the results were LYP inhibition -3%, Myeloid diff MLP inactive and Myeloid diff MLP GFP+ MAC1+ % 0.6.
CCOC(=O)C1CCN(C(=O)c2ccccc2CCc2ccccc2)CC1 was read as LYP inhibition -5%, Myeloid diff MLP inactive and Myeloid diff MLP GFP+ MAC1+ % 1.0.

Gathered by group: those above with a cyano group
For Cn1c(SCC(=O)NC2(C#N)CCCCC2)nnc1-c1cccnc1 the results were LYP inhibition -9%, Myeloid diff MLP inactive and Myeloid diff MLP GFP+ MAC1+ % 0.7.
`COc1ccc(C2C(C#N)=C(N)Oc3cccc(O)c32)cc1` (configuration not stated) gave LYP inhibition -8%, Myeloid diff MLP inactive and Myeloid diff MLP GFP+ MAC1+ % 0.9.
